Screening results as filed in PubChem BioAssay.
ATG4B inh: blocks human ATG4B protease cleavage of LC3 substrate; Q9Y4P1; ATG4B cleavage of LC3-PLA2, NBD-HPC fluorescence, 1 h; inhibition, % at 8.33 µM; 340,000 compounds, 0.51% hits; AID 504462; in the data active = inhibition above about 40%
Target sequence (Q9Y4P1 whole entry, looked up): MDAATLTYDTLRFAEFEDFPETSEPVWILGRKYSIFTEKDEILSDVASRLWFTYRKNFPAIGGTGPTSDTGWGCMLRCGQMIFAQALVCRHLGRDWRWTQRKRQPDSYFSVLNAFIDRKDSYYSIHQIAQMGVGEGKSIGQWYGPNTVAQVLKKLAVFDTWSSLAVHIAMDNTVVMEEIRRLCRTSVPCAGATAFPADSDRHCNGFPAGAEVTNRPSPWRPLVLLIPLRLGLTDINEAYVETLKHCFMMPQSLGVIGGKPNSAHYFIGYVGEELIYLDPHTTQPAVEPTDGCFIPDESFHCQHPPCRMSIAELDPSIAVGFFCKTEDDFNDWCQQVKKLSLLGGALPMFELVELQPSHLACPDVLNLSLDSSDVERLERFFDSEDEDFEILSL
SENP7 block: blocks the human protease SENP7. recombinant SENP7, Z-RLRGG-aminoluciferin luminescence, 40 min. inhibition, % at 5 µM. 330,000 compounds, 1.5% hits. AID 434973;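 active = inhibition above about 50% at the single test dose, limit read from the data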;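 note: plate controls were DMSO with enzyme for no effect and no enzyme buffer wells for full effect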
SENP6 inh: blocks the human protease SENP6. Recombinant SENP6 catalytic domain, aminoluciferin luminescence. inhibition, % at 10 µM. 330,000 compounds, 1.8% hits. Q9GZR1;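 active = inhibition above about 50% at the single tested dose, limit read from the data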;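 note: plate controls were DMSO wells with enzyme for no effect and DMSO wells lacking enzyme for full effect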
Target sequence (Q9GZR1 628-1112 limits assumed): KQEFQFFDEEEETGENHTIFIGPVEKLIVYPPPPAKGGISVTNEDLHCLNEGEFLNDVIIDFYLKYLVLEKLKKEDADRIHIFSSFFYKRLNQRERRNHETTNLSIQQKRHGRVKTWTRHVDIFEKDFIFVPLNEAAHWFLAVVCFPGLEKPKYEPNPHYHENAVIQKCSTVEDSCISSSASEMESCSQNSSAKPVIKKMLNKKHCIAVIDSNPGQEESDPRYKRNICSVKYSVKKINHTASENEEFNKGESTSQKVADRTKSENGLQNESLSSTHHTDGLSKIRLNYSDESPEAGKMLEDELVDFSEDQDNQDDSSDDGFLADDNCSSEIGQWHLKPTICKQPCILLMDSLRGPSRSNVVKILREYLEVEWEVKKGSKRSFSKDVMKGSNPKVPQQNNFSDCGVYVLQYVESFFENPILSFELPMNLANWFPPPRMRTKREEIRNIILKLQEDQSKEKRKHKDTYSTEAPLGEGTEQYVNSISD
MPTP block: permeability transition pore inhibition; inhibition, % at 10 µM; AID 602449; isolated mouse mitochondria, Ca2+ swelling absorbance, 30 min; 360,000 compounds, 1.4% hits;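 active = inhibition of 50% or more, scaled per plate between neutral and stimulator controls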;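 note: 0% = DMSO wells given calcium and 100% = 1 mM EGTA wells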
SENP8 inh: inhibitors of human SENP8 protease; Q96LD8; recombinant SENP8, Nedd8 substrate fluorescence; inhibition, % at 20 µM; 360,000 compounds, 0.64% hits; AID 602440; in the data active = inhibition mostly above about 40%, no sharp cut-off; inactive = mostly below about 27%
Target sequence (Q96LD8 whole entry, looked up): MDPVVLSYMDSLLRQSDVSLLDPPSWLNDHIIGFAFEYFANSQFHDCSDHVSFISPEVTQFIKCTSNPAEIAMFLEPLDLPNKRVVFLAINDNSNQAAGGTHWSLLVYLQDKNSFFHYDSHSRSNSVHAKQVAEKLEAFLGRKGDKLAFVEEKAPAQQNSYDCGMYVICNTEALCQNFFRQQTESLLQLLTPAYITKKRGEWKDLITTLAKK
NR3A LBD binder: modulates the human NR3A ligand-binding domain; NR3A LBD differential scanning fluorimetry, Tm shift; 0% = protein alone, 100% = glycine-bound protein; Tm shift relative to glycine control, % at 25 µM; 340,000 compounds, 2.5% hits; AID 1259313;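 active = melting temperature shift of at least 10% of the positive control shift, at one fixed dose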
PfGluPho inh: PfG6PD (Plasmodium falciparum) enzyme inhibition | PfGluPho enzyme, NADPH resazurin-diaphorase fluorescence | inhibition, % at 20 µM | 350,000 compounds, 0.78% hits;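 active = inhibition reaching at least a set limit at 20 µM in the primary screen, cut at about 59% in these data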;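 note: 0% = DMSO wells with substrate and 100% = DMSO wells lacking glucose-6-phosphate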
HKDC1 inhibitor: HKDC1 (human) hexokinase inhibition | Q2TB90 | recombinant HKDC1, G6PDH/diaphorase resazurin coupled fluorescence | inhibition, % at 20 µM | 340,000 compounds, 0.16% hits | AID 493160;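 active = inhibition above about 35% when tested at 20 µM, limit read from the data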;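 note: plate controls were DMSO wells with enzyme for no effect and DMSO wells lacking enzyme for full effect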
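test system = in-house recombinant HK5 (HKDC1) enzyme | amount = HKDC1 at 5 µg/mL | control set = DMSO-enzyme wells negative, buffer-substituted wells positive | compound = one dose of 20 µM, 1% DMSO | schedule = reaction time 90 min, room temperature, protected from light | technique = resorufin fluorescence at 613 nm | reagent = glucose with 1 mM ATP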
Starred values were filed as active, the others as inactive; i = inactive; . = no result given.

no. | molecule | ATG4B inh | SENP7 block | SENP6 inh | MPTP block
1 | c1ccc2[nH]c(NN=C3CCCCCC3)nc2c1 | -7 | 34 | -51 | 0.8
2 | COc1ccccc1N1CCN(c2ccnc3cc(Cl)ccc23)CC1 | -10 | -3 | -9 | 0.2
3 | CC1(C)CC(=O)C2=C(C1)NC(=O)CC2c1ccc(N(CCC#N)CCC#N)cc1 (stereo not drawn) | -21 | 16 | -23 | -1.0
4 | Cc1ccc(NC(=O)c2cccc3c2C(=O)N(C2CCCCC2)C3)cc1 | -11 | -3 | -8 | -0.3
5 | Cc1cc(C(=O)OCC(=O)c2cccc([N+](=O)[O-])c2)c2ccccc2n1 | -5 | 5 | -13 | 1.3
6 | CC(C)c1nnc(NC(=O)CCC(=O)N2CCN(C3c4ccccc4-c4ccccc43)CC2)s1 | -10 | 3 | -5 | 1.2
7 | COc1ccc(N2CCN(C(=O)CCNC(=O)c3ccc(C(C)(C)C)cc3)CC2)cc1 | -16 | 2 | 2 | -0.2
8 | CCC(=O)N(CCc1ccccc1C)Cc1cc2cc3c(cc2[nH]c1=O)OCO3 | 1 | -5 | 5 | -3.8

no. | SENP8 inh | NR3A LBD binder | PfGluPho inh | HKDC1 inhibitor
1 | -124 | 3 | 3 | -2
2 | 7 | 1 | 13 | -1
3 | 9 | 1 | 8 | 11
4 | 15 | 0 | 26 | 5
5 | 25 | -34 | -9 | 2
6 | -27 | 4 | -9 | -10
7 | 5 | 0 | 0 | -5
8 | -486 | 2 | -6 | -7

Additional records follow.
no. | molecule | ATG4B inh | SENP7 block | SENP6 inh | MPTP block
9 | CCCN(CCC)CCCNC(=O)CNC(=O)c1nn(-c2ccc(OC)cc2)c(=O)c2ccccc12 | 8 | -1 | -11 | -1.7
10 | O=C(NCC(=O)N1CCN(Cc2ccccc2)CC1)c1ccc(Br)cc1 | -1 | 10 | -11 | -0.9
11 | CN(/C(=N/S(=O)(=O)c1ccccc1)c1ccccc1)S(=O)(=O)c1ccccc1 | -6 | -4 | -12 | 1.7
12 | COc1cc(Cl)c(C)cc1NC(=O)COC(=O)C1=COCCO1 | 1 | 9 | 4 | 8.9
13 | COc1ccc(-c2coc(CCC(=O)N3CCN(c4cc(C)ccc4C)CC3)n2)cc1 | -4 | 3 | . | 3.0
14 | COc1cc(NC(=O)CSc2ncnc3c2cnn3Cc2ccccc2)cc(OC)c1 | -10 | 9 | 25 | 54*
15 | Cc1ccc(/C=N/n2c(C3CCCCC3)n[nH]c2=S)cc1 | -4 | 4 | -15 | 1.5
16 | CCOC(=O)/C(C#N)=N/Nc1ccc(S(=O)(=O)Nc2cc(OC)nc(OC)n2)cc1 | -6 | 5 | 1 | 1.2

no. | SENP8 inh | NR3A LBD binder | PfGluPho inh | HKDC1 inhibitor
9 | -36 | 0 | -13 | -1
10 | 5 | 2 | 14 | -2
11 | 14 | -1 | 35 | -12
12 | 6 | 1 | 5 | -3
13 | 0 | 2 | 7 | -3
14 | 12 | -3 | 5 | -4
15 | 20 | 0 | 17 | 1
16 | 27 | 0 | -13 | -3

Structures above that bear a hit mark in MPTP block.
No.	Structure	ATG4B inh	SENP7 block	SENP6 inh	MPTP block	NR3A LBD binder	PfGluPho inh	HKDC1 inhibitor
14	COc1cc(NC(=O)CSc2ncnc3c2cnn3Cc2ccccc2)cc(OC)c1	-10	9	25	54*	-3	5	-4

Continued.
no. | molecule | ATG4B inh | SENP7 block | SENP6 inh | MPTP block
17 | COc1ccc(-c2nc(C#N)c(NCc3ccc(F)cc3)o2)cc1OC | -2 | -1 | -11 | -2.7
18 | CC(Sc1nnc(-c2cccs2)n1-c1ccccc1)C(=O)NCc1ccc2c(c1)OCO2 (stereo not drawn) | 6 | 1 | 1 | -1.4
19 | CC(C)OC(=O)CSc1nc(Cc2ccccc2)nc2ccccc12 | 5 | 4 | -6 | -0.9
20 | CN(Cc1ccccc1)c1nc2c(c(=O)[nH]c(=O)n2C)n1Cc1ccccc1F | -7 | -1 | -15 | 0.9
21 | CCOC(=O)C1CCN(C(=O)c2cccc(NS(=O)(=O)c3ccc(F)c(F)c3)c2)CC1 | 1 | 0 | 8 | 1.8
22 | O=C(c1nc2ccccn2c1CN1CCN(c2ccccc2O)CC1)N1CCCC1 | 13 | -2 | -19 | -2.1
23 | CCS(=O)(=O)N1CCCC(C(=O)NCc2ccccc2Cl)C1 (stereo not drawn) | -2 | -2 | -4 | -1.9
24 | CCN1CCN(CCCNC(=O)c2cn(CCOC)c(=O)c3c2c2ccccc2n3C)CC1 | -1 | -11 | -10 | -1.2

no. | SENP8 inh | NR3A LBD binder | PfGluPho inh | HKDC1 inhibitor
17 | -407 | -5 | 5 | 5
18 | 11 | -2 | 15 | -7
19 | 0 | -1 | -20 | 10
20 | 8 | 1 | -6 | -1
21 | 6 | 0 | -7 | -5
22 | -1 | 1 | -6 | 3
23 | 30 | -2 | -27 | -8
24 | -304 | 0 | -9 | -4

Later entries:
no. | molecule | ATG4B inh | SENP7 block | SENP6 inh | MPTP block
25 | NS(=O)(=O)c1cccc(NC(=O)COC(=O)CC2CC3CCC2C3)c1 (stereo not drawn) | 0 | 2 | 1 | -1.0
26 | COC(=O)c1ccccc1NC(=O)Cn1nc(C(F)(F)F)c2c1CCC2 | 9 | 5 | -3 | 6.8
27 | CN(C)C1=C(Cl)C(=O)N(c2ccc(Cl)c(Cl)c2)C1=O | 8 | 4 | -15 | 1.0
28 | CC1CCc2nc3ccc(S(=O)(=O)N4CCC(C(=O)N5CCCCC5)CC4)cc3c(C(=O)O)c2C1 (stereo not drawn) | -9 | -11 | -7 | -3.0
29 | NNc1ccc(S(=O)(=O)N2CCCCC2)cn1 | -8 | 6 | -31 | 0.5
30 | Cc1ccc(NC(=O)COC(=O)C2CC2C)c(S(=O)(=O)N2CCCCC2)c1 (stereo not drawn) | -3 | 10 | 4 | -0.5
31 | CC(OC(=O)c1ccco1)C(=O)NC1CCCC1 (stereo not drawn) | -4 | -9 | -1 | 0.6
32 | CCOC(=O)N1CCC(NC(=O)c2cc(C(=O)NCC(OC)OC)ccc2CO)CC1 | -19 | 3 | 19 | -2.3

no. | SENP8 inh | NR3A LBD binder | PfGluPho inh | HKDC1 inhibitor
25 | 1 | -2 | -7 | 3
26 | 14 | 4 | 9 | -3
27 | 32 | 2 | -19 | -4
28 | 1 | 0 | 15 | -1
29 | 3 | 1 | 3 | -5
30 | 15 | -2 | 2 | 5
31 | 10 | 1 | -6 | -3
32 | -2 | 0 | 21 | -2

(more compounds)
no. | molecule | ATG4B inh | SENP7 block | SENP6 inh | MPTP block
33 | CCOC(=O)N1CCN(C(=O)C2CCC(=O)N(Cc3cccc(C(F)(F)F)c3)C2)CC1 (stereo not drawn) | -5 | -2 | 4 | 1.1
34 | CCc1nc(Sc2nc(C)cc(C)n2)c2oc3ccccc3c2n1 | -6 | -7 | 7 | -0.1
35 | CC(=O)Nc1ccc(CN2CCC(Oc3ccc(C(=O)N4CCCC4)cc3)CC2)cc1 | 31 | 1 | -5 | 0.2
36 | CCc1ccc(C(=O)COC(=O)C2=NN(c3ccccc3)C(=O)CC2)cc1 | -2 | 0 | 8 | -2.7
37 | CCOC(=O)C1(Cc2ccccc2Cl)CCN(S(C)(=O)=O)CC1 | 5 | 8 | -1 | 3.4
38 | CC(C)CNC(=O)CSc1ccc(S(=O)(=O)N(C)C2CCCCC2)cn1 | 0 | -2 | 0 | 1.8
39 | CCCc1ccc(OCCNC(=O)CC)cc1 | -12 | 0 | -7 | -1.1
40 | CC(C)(ONC(=O)Nc1ccccc1Cl)C(=O)O | -7 | 4 | -30 | 1.6

no. | SENP8 inh | NR3A LBD binder | PfGluPho inh | HKDC1 inhibitor
33 | 9 | 8 | 5 | -6
34 | 14 | 3 | 3 | -2
35 | 1 | 0 | -14 | 3
36 | 14 | 0 | -13 | -3
37 | 9 | 0 | 17 | 17
38 | 18 | 1 | -12 | -3
39 | 18 | -11 | -3 | -7
40 | 30 | 2 | 3 | -2

New compounds follow:
no. | molecule | ATG4B inh | SENP7 block | SENP6 inh | MPTP block
41 | Cc1ccc(S(=O)(=O)C2(C(=O)NC3CCCC3)CC2)cc1 | -6 | 11 | -32 | 0.9
42 | Cc1cc2[nH]c(=O)cc(-c3ccccc3)n2n1 | -4 | 2 | 22 | -0.5
43 | c1ccc(CSc2nnc(-c3ccccn3)n2-c2ccccc2)cc1 | -4 | -11 | -2 | -0.4
44 | Cc1ccc(S(=O)(=O)NCC(=O)N2CCN(S(=O)(=O)c3ccc(Cl)cc3)CC2)cc1C | -14 | 0 | 10 | -1.2
45 | Cc1ccccc1NC(=O)c1c(C)[nH]c(=S)c(C#N)c1-c1ccc(Cl)cc1 | 2 | 10 | -1 | 2.8
46 | CCNc1nc(Cl)nc(NNC(=O)C(C)Oc2ccccc2)n1 (stereo not drawn) | 0 | 5 | 11 | -1.0
47 | NC(=O)c1cc(Cl)ccc1OCC(=O)N1CCCc2ccccc21 | 22 | -4 | 2 | -0.2
48 | COc1ccc(OC)c(Nc2cc3ccccc3c(=O)[nH]2)c1 | 8 | 97* | 94* | 0.8

no. | SENP8 inh | NR3A LBD binder | PfGluPho inh | HKDC1 inhibitor
41 | 4 | 2 | -2 | -8
42 | -299 | 0 | 16 | -2
43 | 19 | 0 | 1 | -7
44 | 14 | -3 | 16 | 2
45 | 12 | 4 | 30 | -3
46 | 16 | -1 | -5 | -6
47 | 4 | 0 | 6 | -8
48 | i | 0 | 36 | 11

Single entries from above:
Cc1ccc(S(=O)(=O)NCC(=O)N2CCN(S(=O)(=O)c3ccc(Cl)cc3)CC2)cc1C in HKDC1 inhibitor reads 2
c1ccc(CSc2nnc(-c3ccccn3)n2-c2ccccc2)cc1 in MPTP block reads -0.4
CCNc1nc(Cl)nc(NNC(=O)C(C)Oc2ccccc2)n1 (stereo not drawn) in SENP6 inh reads 11

Following part.
no. | molecule | ATG4B inh | SENP7 block | SENP6 inh | MPTP block
49 | CC1=C(C(=O)OCc2ccccc2)C(c2ccc(Cl)cc2)NC(=O)N1C (stereo not drawn) | -10 | 7 | -5 | 1.8
50 | O=C1CN(C(=O)c2cc(F)cc(F)c2)c2ccccc2N1 | 4 | -2 | -35 | -0.5
51 | CC(c1ccncc1)C(C)c1ccncc1 (stereo not drawn) | -9 | 4 | -11 | -0.6
52 | Cc1nn(Cc2c(F)c(F)c(F)c(F)c2F)c(C)c1NC(=O)c1ccc(COc2cc(Cl)ccc2Cl)cc1 | 62* | -42 | 13 | -0.3
53 | Cc1nn(-c2ccccc2)c(Cl)c1/C=N/NC(=O)c1ccco1 | -5 | -10 | -5 | 2.1
54 | O=C(c1cc(-c2ccc(Br)cc2)on1)N1CCOCC1 | 4 | 34 | 53* | 0.6
55 | CC(=O)c1ccc(N2CCN(C(=O)c3cc4c(C)nc5ccccc5c4o3)CC2)cc1 | -1 | -5 | -2 | 1.2
56 | Cc1ccc(S(=O)(=O)NCCC(=O)Nc2ccc(S(=O)(=O)NC(C)C)cc2)cc1 | 1 | 3 | -6 | 1.2

no. | SENP8 inh | NR3A LBD binder | PfGluPho inh | HKDC1 inhibitor
49 | 10 | -1 | 1 | 7
50 | 3 | -2 | 0 | 0
51 | 10 | -1 | 3 | -3
52 | 16 | -3 | -20 | -12
53 | 4 | 2 | -16 | 1
54 | 16 | 0 | 2 | -5
55 | -55 | 0 | 7 | 4
56 | 10 | -2 | -8 | 1

Additional entries.
no. | molecule | ATG4B inh | SENP7 block | SENP6 inh | MPTP block
57 | Cn1c(NC(=O)c2cccc(C(F)(F)F)c2)cc(=O)n(C)c1=O | 0 | 5 | 4 | -0.2
58 | CCn1cc(/C=N/NS(=O)(=O)c2ccc(C)cc2)c(C)n1 | 4 | 2 | 25 | -0.8
59 | COCCN(C(=O)CNC(=O)c1ccco1)C(C(=O)NC1CCCCC1)c1cccc(OC)c1 (stereo not drawn) | -10 | -6 | -6 | -1.1
60 | COc1ccc([N+](=O)[O-])cc1N(CC(=O)NC(C(C)C)C(C)C)S(C)(=O)=O | -4 | -11 | -15 | -1.0

no. | SENP8 inh | NR3A LBD binder | PfGluPho inh | HKDC1 inhibitor
57 | 9 | -1 | -12 | -7
58 | 25 | 2 | 13 | -2
59 | 28 | 3 | 10 | -8
60 | 12 | -1 | 11 | -11
